PI4K2A inh = blocks human PI4K2A kinase activity | purified PI4K2A, ADP-Glo luminescence, 1 h; stronger effect = lower value | activity change, negative = inhibition, % at 76.9 µM | 420,000 compounds, 0.13% hits; in the data active means activity change below about -50%; inconclusive means mostly about -30% to -49%;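 further: -100% = wells without enzyme as full effect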
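In this quantitative HTS, ADP production by PI4K2A was quantified luminescently after 1 h at ambient temperature; 100 microM adenosine served as plate-quality control.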
POLH inh = blocks human DNA polymerase eta activity; recombinant Pol eta, fluorescent DNA replication assay; AID 588591; 390,000 compounds, 1.2% hits; Potency, µM (series often up to 114 µM), inactives show at the highest dose activity change, negative = inhibition, hits mostly inhibitors; further: potency means the concentration at half of the fitted maximal effect; on the % scale 0 is the no-effect control and ±100 the full control effect
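Fluorescent replication assay: 50 nM final substrate added after a 15 min room-temperature compound preincubation with 10 nM enzyme. Signal taken at 0 min and again at 10 min.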
GLS inh = glutaminase GLS (human) inhibition; 410,000 compounds, 0.21% hits; Potency, µM (highest dose often 45.5 µM), without a hit: at the top dose activity change, negative = inhibition, usual class: inhibitors; GLS enzymatic activity, qHTS titration; AID 624170; further: potency means the concentration at half of the fitted maximal effect; on the % scale 0 is the no-effect control and ±100 the full control effect
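hKGA in 45 mM KH2PO4 (pH 8.2), 0.02% Tween-20 with compound, then 1mM L-Glutamine (stock as added) plus glutamate oxidase/HRP/Amplex red coupling mix. Fluorescence read initially and after 30 min at RT; signal change reflects glutamate formation.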
HP1b chromo inh = blocks HP1-beta chromodomain binding to methylated histone tails; P83916; AlphaScreen HP1-beta / biotin-H3K9me3 peptide binding; Potency, µM (highest dose often 114 µM), for the others: at the highest dose activity change, negative = inhibition, hits mostly inhibitors; 390,000 compounds, 0.56% hits; AID 540317; further: potency means the concentration at half of the fitted maximal effect; nearly all actives have a fitted effect of over 70% in size; inactives centre near 23
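HP1-beta protein (50 nM final) preincubated 30 min at room temperature with biotinylated H3(1-18)K9me3 peptide (50 nM) in PBS pH 7.4, 0.01% Tween-20, then compound added for 30 min. AlphaScreen streptavidin donor/nickel chelate acceptor beads (10 ug/mL final), 30 min dark, luminescence read.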
G9a block = blocks human histone lysine methyltransferase G9a. G9a H3K9 monomethylation, AlphaScreen, 2 h. 350,000 compounds, 8.8% hits. Potency, µM (series often up to 102 µM), for inactives: at the highest dose activity, negative = inhibition, most hits filed as inhibitors. AID 504332; further: potency means the concentration at half of the fitted maximal effect; on the % scale 0 is the no-effect control and ±100 the full control effect; nearly all actives have a fitted effect of over 75% in size
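AlphaScreen read-out: biotin-H3K9 peptide (500 nM) methylation by 20 nM enzyme with 20 uM SAM, 2 h at room temperature after 15 min compound preincubation; anti-monomethyl H3K9 antibody plus donor/acceptor beads, 10 min dark.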
Tb PGK inh = T. brucei PGK inhibition. P07378. PGK/GAPDH coupled, Kinase-Glo luminescence, 60 min. Potency, µM (doses to about 57.5 µM), for inactives: at the top dose activity change, negative = inhibition, actives largely listed as inhibitors. 380,000 compounds, 0.043% hits; further: potency means the concentration at half of the fitted maximal effect; on the % scale 0 is the no-effect control and ±100 the full control effect; nearly all actives have a fitted effect of over 60% in size
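Recombinant glycosomal PGK reaction used 1,3-bisphosphoglycerate generated in-well by GAPDH (100nM final) in 100mM TEA pH 7.6, 5mM MgCl2, 0.01% Tween-20. After 60 minutes at room temperature, ATP was read by Kinase-Glo Plus luminescence end-point.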
BAZ2B block = blocks human BAZ2B. 360,000 compounds, 4.4% hits. Q9UIF8. AlphaScreen BAZ2B-H3K14Ac peptide displacement. Potency, µM (top dose mostly 114 µM), for the others: at the highest dose activity change, negative = inhibition, usual class: inhibitors; further: potency means the concentration at half of the fitted maximal effect; on the % scale 0 is the no-effect control and ±100 the full control effect; nearly all actives have a fitted effect of over 60% in size
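Protein-peptide AlphaScreen: BAZ2B 50 nM, b-H3K14Ac 50 nM, 1x PBS pH 7.4 + 0.01% Tween-20. Preincubation 30 min RT; cpd 30 min RT (top 110 uM); beads 20 min RT, light-protected.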
Pin1 inh = human Pin1 inhibition; Pin1 FP peptide displacement, HiFluor488, 10 min; Potency, µM (highest dose often 115 µM), for inactives: at the highest dose activity, negative = inhibition, actives largely listed as inhibitors; 390,000 compounds, 0.009% hits; AID 504891; active means well fitted inhibition curve with a large enough effect in the polarisation, with a control signal flat, not every such curve was filed as active; inconclusive means small, poorly fitted or top-dose-only effect, or effect the other way, or a change in a side signal; inactive means no such curve, though single readings can be large or run the other way; the % refers to the polarisation; further: potency means the concentration at half of the fitted maximal effect; on the % scale 0 is the no-effect control and ±100 the full control effect
JMJD2A Tudor inh = inhibitors of human JMJD2A Tudor domain; O75164; AlphaScreen JMJD2A-Tudor / H3K4me3 peptide binding; Potency, µM (titrated, usually from 114 µM), without a hit: at the highest dose activity change, negative = inhibition, most hits filed as inhibitors; 390,000 compounds, 4.4% hits; AID 504339; further: potency means the concentration at half of the fitted maximal effect; on the % scale 0 is the no-effect control and ±100 the full control effect; nearly all actives have a fitted effect of over 50% in size
Target sequence (O75164 whole entry, looked up, the tested form may be a part): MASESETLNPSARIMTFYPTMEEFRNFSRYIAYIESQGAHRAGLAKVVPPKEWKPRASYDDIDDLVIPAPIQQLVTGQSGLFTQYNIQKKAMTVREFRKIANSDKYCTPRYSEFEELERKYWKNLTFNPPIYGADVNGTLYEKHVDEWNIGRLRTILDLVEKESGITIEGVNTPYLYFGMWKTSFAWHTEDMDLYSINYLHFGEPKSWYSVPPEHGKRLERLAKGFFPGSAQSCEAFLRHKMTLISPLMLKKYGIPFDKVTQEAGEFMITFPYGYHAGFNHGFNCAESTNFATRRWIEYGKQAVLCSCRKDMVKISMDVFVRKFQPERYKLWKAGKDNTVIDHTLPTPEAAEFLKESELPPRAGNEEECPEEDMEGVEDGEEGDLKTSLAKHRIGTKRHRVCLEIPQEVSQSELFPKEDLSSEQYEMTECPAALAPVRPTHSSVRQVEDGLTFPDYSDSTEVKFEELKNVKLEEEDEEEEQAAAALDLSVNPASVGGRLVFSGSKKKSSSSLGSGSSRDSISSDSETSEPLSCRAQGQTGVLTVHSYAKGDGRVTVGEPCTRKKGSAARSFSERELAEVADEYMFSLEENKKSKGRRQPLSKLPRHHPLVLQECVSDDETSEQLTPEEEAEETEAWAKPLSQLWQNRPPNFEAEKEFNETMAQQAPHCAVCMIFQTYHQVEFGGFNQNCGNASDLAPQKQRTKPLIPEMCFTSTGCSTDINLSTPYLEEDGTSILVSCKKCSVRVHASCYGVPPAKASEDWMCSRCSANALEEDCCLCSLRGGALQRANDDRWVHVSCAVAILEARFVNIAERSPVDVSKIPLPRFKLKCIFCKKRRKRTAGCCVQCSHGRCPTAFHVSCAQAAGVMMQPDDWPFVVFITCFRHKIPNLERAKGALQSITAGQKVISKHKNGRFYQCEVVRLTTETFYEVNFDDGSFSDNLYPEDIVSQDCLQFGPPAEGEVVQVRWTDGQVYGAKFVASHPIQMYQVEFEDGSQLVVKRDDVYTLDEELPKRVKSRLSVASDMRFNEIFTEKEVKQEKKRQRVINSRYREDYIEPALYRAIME
Active calls of the source: *; i = inactive; ? = inconclusive; . = no result given; [ ] = another dose, or the depositor's remark. Unless noted, the call rests on the fitted dose curve; in most records, active means well fitted curve in the direction sought with a large enough effect; inconclusive means small, poorly fitted or top-dose-only effect, or another doubt; inactive means no such curve, though single readings can be large; an effect the other way counts as inactive or inconclusive. Some of the compounds tested; rates above refer to the full screens.

entry	structure	PI4K2A inh	POLH inh	GLS inh	HP1b chromo inh	G9a block
1	Brc1ccc(OCCCOc2cccc3cccnc23)cc1	2.3	-10.2%	-8.2%	127.5%[activator]	-2.8%[0.501 µM]
2	CN(C)c1cc2c(c(N(C)C)c1)C(=O)c1ccccc1C2=O	-14.7	-14.6%	-0.9%	?	10µM*
3	Cc1c(C(=O)OC2CCCCCC2)[nH]c2c1C(=O)CC(c1ccccc1)C2 (centres undefined)	0.3	9.6%	-0.9%	12.3%	1.9%[59 µM]
4	Cc1cccc(S(=O)(=O)c2cn(Cc3ccccc3)c3cc(N4CCCC(C)C4)c(F)cc3c2=O)c1 (centres undefined)	0.2	-11.4%	7.4%	18.5%	1.5%[59 µM]
5	CCCN1CCN(C(=O)c2ccc(-c3ccc([N+](=O)[O-])cc3)o2)CC1	-0.8	-0.2%	1.3%	-11.2%	?
6	S=c1[nH]ncn2c1cc1oc3ccccc3c12	-10.0	-14.3%	0.5%	22.2%	-43.8%
7	C=CCn1cccc(C(=O)Nc2ccc(F)cc2)c1=O	3.0	?	0.6%	39.9%[activator]	19.0%[2.33 µM]
8	Nc1ncnc2c1ncn2[C@@H]1O[C@H](CO)C[C@H]1O	-11.8	0.6%	9.0%	11.3%	.
9	COC(=O)c1cc(S(=O)(=O)N2CCCCC2C)c[nH]1 (centres undefined)	0.5	-13.4%	2.3%	26.4%	-6.2%
10	Cc1ccc(C2CC(=O)Nc3cc4c(cc32)OCO4)o1 (centres undefined)	1.8	-2.3%	13.8%	0.2%	?
11	O=C(CSc1ccc(Cl)cc1)OCC(=O)N1CCN(c2ccccc2)CC1	-3.1	0.0%	-5.0%	21.3%	?
12	C=CCC(NCc1ccco1)c1ccc(OC)cc1 (centres undefined)	2.7	-2.0%	-3.9%	34.6%[activator]	13.3%[59 µM]

entry	Tb PGK inh	BAZ2B block	Pin1 inh	JMJD2A Tudor inh
1	-8.3%	50.1%[activator]	-0.2%	59.6%[activator]
2	-12.6%	8.91µM*	?	?
3	-8.6%	3.6%	9.8%	-13.0%
4	6.1%	-16.0%	1.4%	-20.8%
5	-9.9%	-0.2%	-3.4%	-24.3%
6	i	-12.9%	13.0%	-6.8%
7	-0.6%	3.3%	0.9%	-13.0%
8	-8.8%	.	-2.7%	-21.6%
9	i	-3.1%[57.1 µM]	-3.0%	-12.1%
10	-2.8%	?	-7.5%	-33.1%
11	-7.1%	1.9%	-3.8%	-18.6%
12	-1.4%	-4.9%	-6.4%	-13.6%

Arranged by the number under Pin1 inh (low to high): 3 of the compounds above
entry	structure	PI4K2A inh	POLH inh	GLS inh	HP1b chromo inh	G9a block
9	COC(=O)c1cc(S(=O)(=O)N2CCCCC2C)c[nH]1 (centres undefined)	0.5	-13.4%	2.3%	26.4%	-6.2%
4	Cc1cccc(S(=O)(=O)c2cn(Cc3ccccc3)c3cc(N4CCCC(C)C4)c(F)cc3c2=O)c1 (centres undefined)	0.2	-11.4%	7.4%	18.5%	1.5%[59 µM]
6	S=c1[nH]ncn2c1cc1oc3ccccc3c12	-10.0	-14.3%	0.5%	22.2%	-43.8%

entry	Tb PGK inh	BAZ2B block	Pin1 inh	JMJD2A Tudor inh
9	i	-3.1%[57.1 µM]	-3.0%	-12.1%
4	6.1%	-16.0%	1.4%	-20.8%
6	i	-12.9%	13.0%	-6.8%

New compounds follow.
entry	structure	PI4K2A inh	POLH inh	GLS inh	HP1b chromo inh	G9a block
13	Cc1ccc(-n2c(C)cc(C)c(C#N)c2=O)cc1C	2.0	-8.5%	-0.3%	-3.0%	.
14	CCCN1CCc2c(sc(NC(=O)C3CCN(S(=O)(=O)c4cccs4)CC3)c2C(N)=O)C1	-5.2	-4.3%	10.0%	-8.5%	?
15	CCCC(CCC(=O)NC1CCCCC1)C(=O)O (centres undefined)	2.6	-9.2%	.	37.7%[activator]	3.4%[59 µM]
16	CCn1c(=O)c2cc(C(=O)NCCCN3CCC(C)CC3)sc2c2ccccc21	2.3	1.8%	1.5%	14.8%	-29.3%[59 µM]
17	O=C(c1cc2ccccc2o1)N(Cc1nnc(-c2ccccc2Cl)o1)C1CC1	0.7	1.9%	0.4%	25.2%	-29.6%
18	CN(C)C(=O)c1cc(F)ccc1Sc1cc(Cl)ccc1Cl	-5.1	-18.1%	11.9%	36.7%	2.1%[59 µM]
19	COc1ccc(CCNC(=O)COC(=O)/C=C/c2ccc3c(c2)OCO3)cc1OC	0.1	-9.4%	14.0%	1.4%	.
20	Cc1ccc(OCCSc2nc3ccccc3n2CC(=O)O)c(C(C)C)c1	2.4	-5.0%	10.6%	61.4%[activator]	1.8%
21	O=C(NCCN1CCc2ccccc2C1)C1CC(=O)N(C2CCCC2)C1 (centres undefined)	0.2	-13.5%	-2.6%	13.6%	-35.7%[0.0925 µM]
22	COc1ccc(N=C2NC(=O)/C(=C/c3ccco3)S2)cc1	-10.3	-13.4%	0.3%	26.4%	44.7µM*
23	COc1ccc(OCC(=O)N/N=C\c2ccco2)cc1	-1.9	0.3%	2.1%	27.0%	4.8%
24	CCc1cccc2c1NC(=O)[C@]21[C@@H]2C(=O)N(Cc3ccccc3)C(=O)[C@@H]2[C@@H]2CCCN21	2.1	22.4µM*	-0.4%	-4.1%	44.7µM*
25	Cc1ccc(-n2nc(CN3CCOCC3)c(-c3ccccc3)c2N)cc1Cl	-1.0	-20.0%	-3.5%	20.0%	-11.9%[59 µM]
26	COc1ccc2c(c1)C=C(CN1CCC(CO)(CCc3ccccc3)CC1)CO2	-2.7	-7.2%	6.6%	-11.5%	?
27	CCOc1ccc2nc(SC3CC(=O)N(c4ccc(C)cc4)C3=O)sc2c1 (centres undefined)	-3.1	0.1%	-8.9%	44.4%[activator]	-8.3%[2.33 µM]

entry	Tb PGK inh	BAZ2B block	Pin1 inh	JMJD2A Tudor inh
13	i	-12.1%	-9.2%	-23.2%
14	-0.1%	6.3%	-3.0%	-23.3%
15	-6.7%	2.3%	-10.0%	-5.3%
16	-3.9%	-7.8%	5.2%	-18.9%
17	-2.4%	6.3%	12.7%	-11.0%
18	-6.8%	0.3%	0.6%	10.2%
19	-6.1%	.	-0.6%	-15.0%
20	i	-12.4%	-7.5%	0.0%
21	-6.9%	?	-6.4%	89.1µM*
22	-5.5%	39.8µM*	16.5%	-29.4%
23	-3.7%	-19.9%	6.3%	5.8%
24	-4.2%	-4.3%	0.6%	-17.4%
25	-9.9%	-27.8%	0.7%	-15.2%
26	-2.0%	?	7.9%	?
27	-0.9%	-2.2%	9.8%	-9.6%

An excerpt of these results, with one line to a screen.
(13) Cc1ccc(-n2c(C)cc(C)c(C#N)c2=O)cc1C
(14) CCCN1CCc2c(sc(NC(=O)C3CCN(S(=O)(=O)c4cccs4)CC3)c2C(N)=O)C1
(15) CCCC(CCC(=O)NC1CCCCC1)C(=O)O (centres undefined)
(16) CCn1c(=O)c2cc(C(=O)NCCCN3CCC(C)CC3)sc2c2ccccc21
(17) O=C(c1cc2ccccc2o1)N(Cc1nnc(-c2ccccc2Cl)o1)C1CC1
(18) CN(C)C(=O)c1cc(F)ccc1Sc1cc(Cl)ccc1Cl
(19) COc1ccc(CCNC(=O)COC(=O)/C=C/c2ccc3c(c2)OCO3)cc1OC
(20) Cc1ccc(OCCSc2nc3ccccc3n2CC(=O)O)c(C(C)C)c1
(21) O=C(NCCN1CCc2ccccc2C1)C1CC(=O)N(C2CCCC2)C1 (centres undefined)
(22) COc1ccc(N=C2NC(=O)/C(=C/c3ccco3)S2)cc1

| screen / no. | 13 | 14 | 15 | 16 | 17 | 18 | 19 | 20 | 21 | 22 |
| --- | --- | --- | --- | --- | --- | --- | --- | --- | --- | --- |
| PI4K2A inh | 2.0 | -5.2 | 2.6 | 2.3 | 0.7 | -5.1 | 0.1 | 2.4 | 0.2 | -10.3 |
| POLH inh | -8.5% | -4.3% | -9.2% | 1.8% | 1.9% | -18.1% | -9.4% | -5.0% | -13.5% | -13.4% |
| GLS inh | -0.3% | 10.0% | . | 1.5% | 0.4% | 11.9% | 14.0% | 10.6% | -2.6% | 0.3% |
| HP1b chromo inh | -3.0% | -8.5% | 37.7%[activator] | 14.8% | 25.2% | 36.7% | 1.4% | 61.4%[activator] | 13.6% | 26.4% |
| G9a block | . | ? | 3.4%[59 µM] | -29.3%[59 µM] | -29.6% | 2.1%[59 µM] | . | 1.8% | -35.7%[0.0925 µM] | 44.7µM* |
| Tb PGK inh | i | -0.1% | -6.7% | -3.9% | -2.4% | -6.8% | -6.1% | i | -6.9% | -5.5% |
| BAZ2B block | -12.1% | 6.3% | 2.3% | -7.8% | 6.3% | 0.3% | . | -12.4% | ? | 39.8µM* |
| Pin1 inh | -9.2% | -3.0% | -10.0% | 5.2% | 12.7% | 0.6% | -0.6% | -7.5% | -6.4% | 16.5% |
| JMJD2A Tudor inh | -23.2% | -23.3% | -5.3% | -18.9% | -11.0% | 10.2% | -15.0% | 0.0% | 89.1µM* | -29.4% |
